AmpC detergent – inhibitors of E. coli AmpC beta-lactamase with detergent. 370,000 compounds, 0.041% hits. P00811. Potency, µM (top dose mostly 114 µM), without a hit: top-dose activity change, negative = inhibition, most hits filed as inhibitors. AmpC hydrolysis of nitrocefin, absorbance 480 nm, 0.01% Triton. AID 485294;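 also: potency is read from the fitted curve at half-maximal effect; 0% = no-compound wells and -100% = no-enzyme wells; nearly all actives have a fitted effect of over 25% in size; some results filed as inactive show a strong effect at the top dose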
Target sequence (P00811 whole entry, looked up): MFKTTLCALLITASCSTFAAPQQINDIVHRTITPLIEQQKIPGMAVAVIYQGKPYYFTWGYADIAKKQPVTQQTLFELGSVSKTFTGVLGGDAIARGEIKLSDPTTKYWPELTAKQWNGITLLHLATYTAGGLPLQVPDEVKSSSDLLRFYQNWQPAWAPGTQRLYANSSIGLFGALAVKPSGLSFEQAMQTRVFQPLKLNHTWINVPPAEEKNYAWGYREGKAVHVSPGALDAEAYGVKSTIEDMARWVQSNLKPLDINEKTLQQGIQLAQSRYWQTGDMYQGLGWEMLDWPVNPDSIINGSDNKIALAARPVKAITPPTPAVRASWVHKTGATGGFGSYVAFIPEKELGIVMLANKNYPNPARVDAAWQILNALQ
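20 mM phosphate pH 7.0 + 0.01% (detergent screen) or 0.0001% Triton X-100; 5.3 nM AmpC reagent; cpd preinc 15 min RT; nitrocefin (800 uM stock) to start; A480 q20 s × 4 min; Activity was normalised to no-enzyme and no-compound control wells.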
AMA1 RON2 block – disrupts binding of P. falciparum AMA1 to RON2; AlphaScreen AMA1-biotinylated RON2 peptide binding; Potency, µM (series often up to 58.2 µM), for inactives: at the top dose activity change, negative = inhibition, actives largely listed as inhibitors; 360,000 compounds, 0.2% hits; AID 720542;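 also: potency is read from the fitted curve at half-maximal effect; 0% = vehicle wells and -100% = peptide control; nearly all actives have a fitted effect of over 45% in size; some results filed as inactive show a strong effect at the top dose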
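AMA1 (3D7) with his tag at 25 nM final met compounds first, then biotinylated RON2 peptide at 25 nM; detection used donor plus acceptor beads, 10 µg/mL apiece, read by AlphaScreen after 30 min at room temperature.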
Sm TGR inh – blocks Schistosoma mansoni thioredoxin glutathione reductase | AID 485364 | Q962Y6 | Potency, µM (doses to about 114 µM), without a hit: at the highest dose activity change, negative = inhibition, usual class: inhibitors | purified TGR, DTNB reduction, TNB absorbance 405 nm | 360,000 compounds, 3% hits; also: potency is read from the fitted curve at half-maximal effect; nearly all actives have a fitted effect of over 60% in size
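TGR 20 nM + NADPH 100 uM (dispensed conc.), cpd preinc 15 min RT; start with NADPH (500 uM addition) then DTNB (15 mM addition). Kinetic TNB absorbance, 405 nm filter. Four-parameter Hill fit across titration.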
HCMV antiviral – inhibitors of human cytomegalovirus; AID 1259415; HFF cells, HCMV-luciferase reporter, 72 h; hits give low values; activity change, negative = inhibition, % at 57.5 µM; 410,000 compounds, 4.5% hits; in the data active = activity change below about -60%; inconclusive = no clear call, values can overlap the other calls; inactive = above about -39%
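Cell-based, HFFs, 1000 cells/well, 16 h 37C; cpds in DMSO + HCMV-luc, MOI 1 PFU/cell; 72 h 37C; OneGlo luminescence after 5 min RT; norm. to buffer vs Salinomycin 10uM.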
TbPYK inhibitor – blocks Trypanosoma brucei pyruvate kinase. Q57TT1. TbPYK enzyme, Kinase-Glo Plus ATP luminescence, 45 min. Potency, µM (series often up to 76.8 µM), without a hit: at the highest dose activity, negative = inhibition, most hits filed as inhibitors. 410,000 compounds, 0.12% hits; also: potency is read from the fitted curve at half-maximal effect; nearly all actives have a fitted effect of over 50% in size
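Glycolytic pyruvate kinase of T. brucei was incubated with substrate, test compound and 130 uM ADP for 45 minutes at room temperature. Luminescent Kinase-Glo Plus signal was measured after 10 minutes.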
AmpC no deterg – inhibitors of E. coli AmpC beta-lactamase without detergent. P00811. AmpC nitrocefin hydrolysis, absorbance 480 nm, 0.0001% Triton. Potency, µM (titrated, usually from 57.1 µM), for inactives: at the top dose activity change, negative = inhibition, usual class: inhibitors. 330,000 compounds, 0.52% hits. AID 485341;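 also: potency is read from the fitted curve at half-maximal effect; plate controls were no compound for no effect and no enzyme for full effect; nearly all actives have a fitted effect of over 20% in size; some results filed as inactive show a strong effect at the top dose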
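AmpC (5.3 nM in the dispensed reagent) in 20 mM phosphate pH 7.0 with 0.01% (detergent screen) or 0.0001% Triton X-100 was preincubated with compounds for 15 min at room temperature. Nitrocefin was then added from an 800 uM solution, and hydrolysis was followed at 480 nm.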
LmPK inh – blocks Leishmania mexicana pyruvate kinase activity. Potency, µM (titrated, usually from 57.5 µM), inactives show at the top dose activity change, negative = inhibition, actives largely listed as inhibitors. purified LmPK, Kinase-Glo ATP luminescence, 1 h. Q27686. 290,000 compounds, 0.37% hits; also: potency is read from the fitted curve at half-maximal effect
Target sequence (Q27686 whole entry, looked up): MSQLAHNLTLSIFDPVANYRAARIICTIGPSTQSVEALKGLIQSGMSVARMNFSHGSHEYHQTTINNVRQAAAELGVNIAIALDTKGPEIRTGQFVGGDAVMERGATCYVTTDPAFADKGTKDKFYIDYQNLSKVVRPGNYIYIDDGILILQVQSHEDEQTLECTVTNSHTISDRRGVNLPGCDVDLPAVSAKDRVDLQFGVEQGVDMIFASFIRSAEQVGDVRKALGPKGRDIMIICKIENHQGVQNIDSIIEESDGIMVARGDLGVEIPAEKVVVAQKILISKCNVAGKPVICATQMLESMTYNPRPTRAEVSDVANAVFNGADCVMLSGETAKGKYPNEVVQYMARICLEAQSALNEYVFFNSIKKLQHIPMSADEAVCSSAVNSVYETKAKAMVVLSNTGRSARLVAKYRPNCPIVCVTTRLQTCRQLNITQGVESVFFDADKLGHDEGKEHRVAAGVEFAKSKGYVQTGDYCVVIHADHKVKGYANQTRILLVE
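Pyruvate kinase activity monitored as ATP production (luciferase luminescence). Conditions: 0.1 nM enzyme, 0.5 mM PEP, 0.1 mM ADP, 1 h, RT; normalized against uninhibited and no-enzyme wells.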
An asterisk follows results filed as active; ? = inconclusive; nt = no result given; & = joins results of further samples; [ ] = another dose, or the depositor's remark. Unless noted, calls follow the shape of the dose curve; as a rule, active = well fitted curve in the direction sought with a large enough effect; inconclusive = small, poorly fitted or top-dose-only effect, or another doubt; inactive = no such curve, though single readings can be large; an effect the other way counts as inactive or inconclusive. Unless noted, % is scaled to controls: 0 for no effect and ±100 for the full control effect.

Molecule,AmpC detergent,AMA1 RON2 block,Sm TGR inh,HCMV antiviral,TbPYK inhibitor,AmpC no deterg,LmPK inh
CCOC(=O)[C@H]1[C@H]2COc3ccccc3[C@@H]2N2C(=O)CN(Cc3ccccc3)C(=O)[C@@]12C,nt,-2%,nt,1,-4%,95%[activator],nt
O=C(O)c1cc(C(=O)C2CC2)c[nH]1,-2%,3%,-7%,5,11%,-24%,0%
O=C(O)CC(NC(=O)/C(=C/c1ccccc1)NC(=O)c1ccccc1)c1ccccc1 (stereo not given),-6%,-1%,-9%,-36,3%,-2%,7%
Cc1ccc([C@H]2C[C@@H](O)[C@H](n3cc(C4CC4)nn3)CN2CC2CCCCC2)cc1,nt,-26%,nt,35,2%,nt,nt
COC(=O)/C=C/c1ccc2c(c1)S(=O)(=O)N(Cc1ccc(OC)cc1)[C@H]2CC(=O)OC,nt,12%,nt,-8,4%,nt,nt
COC(=O)CSc1nc(NCc2ccccc2)nc(N(C)C)n1,1%,1%,3%,15,-3%,-16%,1%
CCC(=O)Nc1ccc(NC(=O)c2cc3ccccc3o2)c(OC)c1,?,-3%,0%,115,2%,5%,1%
COc1ccc(Cl)cc1NC(=S)N1CCN(C(=O)c2ccco2)CC1,1%,-15%,2%,-31,-14%,16%,-1%
CCCNC(=O)COC(=O)c1ccc(S(=O)(=O)N2CCCC2)cc1,-12%,13%,0%,-10,-4%,-2%,-1%
COc1ccc(NS(=O)(=O)c2cccc(C(=O)NC3CCN(Cc4ccccc4)CC3)c2)cc1,5%,-1%,?,-65*,-2%,-16%,-12%
O=C(c1ccc([N+](=O)[O-])cc1)N1CCOC12CCN(c1ncc(C(F)(F)F)cc1Cl)CC2,10%,3%,0%,12,-8%,nt,5%
O=C(NC1CCN(Cc2ccccc2)C1)c1cc(COc2ccc(F)cc2F)on1 (stereo not given),-6%,-7%,?,-102*,-11%,65%[activator],5%
COc1cc(NS(=O)(=O)c2ccc3[nH]c4c(c3c2)CCCCCC4)cc(OC)c1,2%,nt,8%,-7,2%,nt,nt
Cc1cccc(NC(=O)c2ccc(OCC(=O)NCc3ccccc3)cc2)c1C,-8%,-9%,9%,-5,6%,-16%,8%
C#CC(CC)(CC)NC(=O)c1cc(S(=O)(=O)N2CCCCC2)ccc1N1CCOCC1,?,5%,4%,-11,2%,55%,nt
Cn1c(Cn2nnc3ccccc32)nnc1SCC(=O)N1c2ccccc2Sc2ccccc21,-10%,0%,-2%,-37,2%,69%[activator],2%
COc1ccc(C)cc1NC(=O)CN1C(=O)C2CC=CCC2C1=O (stereo not given),-1%,6%,0%,0,-9%,2%,nt
CC(=O)c1cc(-c2ccccc2)n(CC(=O)NC2CCCCC2)c1C,-12%&6%,5%,-8%&6%,?,5%,-14%,2%
Cc1cc(C)n(-c2nc3ccccc3nc2Nc2cccc(C)c2C)n1,-1%,nt,0%,18,0%,nt,nt
CN(C)C(=S)SCC(=O)NC(=O)NC(C)(C)C,2%,0%,4%,14,-10%,-19%,2%
O=C(NCC1CCCO1)c1cc2c(s1)CS(=O)(=O)C2 (stereo not given),7%,2%,19%,15,-8%,-1%,-2%
CCOC(=O)CSc1nc2c(cnn2-c2ccc(Cl)cc2)c(=O)[nH]1,0%,11%,-11%,-7,-1%,-18%,-8%
CCN(CC)c1nn2c(=O)c(C(=O)NCc3ccc(F)cc3)cnc2s1,26%,nt,3%,10,-4%,nt,nt
CSc1nc(SC)c2c3c(oc2n1)COC(C)(C)C3,?,-12%,0%,?,-1%,-8%,3%
CC1CCCCC1NC(=O)c1cncc(Br)c1 (stereo not given),-9%,7%,0%[11.4 µM],-30,-1%,-6%,6%
CN1CCN(C(=O)c2ccc3c(c2)N(Cc2ccc(F)cc2)C(=O)c2ccccc2S3=O)CC1 (stereo not given),-16%&8%,21%,-35%&3%,-19&6,6%&1%,83%[activator],-2%
CC(=O)c1ccc(S(=O)(=O)Nc2ccc(C(=O)NCC(c3ccco3)N3CCCC3)cc2)cc1 (stereo not given),nt,17%,nt,-27,-7%,nt,nt
Cc1ccc(/C=C/C(=O)NCCCN2CCN(CCCNC(=O)/C=C/c3ccc(C)o3)CC2)o1,-8%,-1%,-12%,-28,-8%,29%,2%
CC(N=Cc1c(O)[nH]c(=O)[nH]c1=O)c1ccccc1 (stereo not given),0%,-14%,12%,14,2%,3%,0%
CCCCc1nc(SCC(=O)N2CCOCC2)c2c(=O)n(C)c(=O)n(C)c2n1,5%,-11%,-23%,21,-1%,50%,-12%

Grouped by structure, those above containing a COOH group
Molecule,AmpC detergent,AMA1 RON2 block,Sm TGR inh,HCMV antiviral,TbPYK inhibitor,AmpC no deterg,LmPK inh
O=C(O)c1cc(C(=O)C2CC2)c[nH]1,-2%,3%,-7%,5,11%,-24%,0%
O=C(O)CC(NC(=O)/C(=C/c1ccccc1)NC(=O)c1ccccc1)c1ccccc1 (stereo not given),-6%,-1%,-9%,-36,3%,-2%,7%

Next part.
Molecule,AmpC detergent,AMA1 RON2 block,Sm TGR inh,HCMV antiviral,TbPYK inhibitor,AmpC no deterg,LmPK inh
CCc1ccccc1NC(=O)CSc1nc2n[nH]c(C)c2c(=N)n1-c1ccc(OC)cc1,-7%,20%,1%,16,0%,2%,3%
CC(=O)NC1(C(F)(F)F)N=C2SCCN2C1=O (stereo not given),-16%,1%,4%,66,9%,-12%,0%
COc1ccc(S(=O)(=O)N2CCN(CC(=O)Nc3cc(C(F)(F)F)ccc3Cl)CC2)cc1,-3%,14%,19%,nt,0%,-26%,0%
COC(=O)CCCC1=CC2=CC(=O)C(C)(OC(=O)c3cccs3)C(=O)C2=CN1c1cccc(C#N)c1 (stereo not given),2%,-11%,?,nt,-10%,47%,-6%[11.5 µM]
N#C/C(=C(/O)c1cccs1)c1nc2ccccc2[nH]1,7%,121%[activator],-2%,-17,3%,-15%,1%
Fc1ccc(Nc2nc(SCc3ccc(Cl)cc3)nc3ccccc23)cc1,0%,nt,12%,?,-2%,nt,nt
CCOc1cc(N2CCOCC2)c(OCC)cc1NC(=O)COC(=O)c1ccc(OC)c([N+](=O)[O-])c1,nt,1%,nt,-4,4%,nt,nt
Cc1nc([N+](=O)[O-])cn1CC(=O)c1ccc(Br)cc1,-6%,-17%,8%,6,-1%,-17%,nt
Nc1cc(OC(=O)c2ccc(F)cc2)nn1S(=O)(=O)c1ccccc1,-5%,10%,-21%,15,-5%,-25%,6%
O=C(c1cc(S(=O)(=O)N2CCOCC2)ccc1F)N(Cc1nnc(-c2ccccc2Cl)o1)C1CC1,0%,7%,0%,-33,6%,129%[activator],nt
CC1(C)C(=O)N(CC(=O)Nc2ccc(Br)cc2F)c2ccccc21,-8%,nt,-2%,-13,-4%,nt,nt
CCOC(=O)c1nnn(-c2nonc2N)c1COc1cc(C)c(Cl)c(C)c1,1%,7%,-26%,4,7%,1%,2%
Cc1nc(-c2cccnc2)sc1C(=O)Nc1ccc(C(F)(F)F)cc1,-5%,6%,0%,?,5%,1%,1%
COc1ccc2c(CNCCc3ccco3)c(C(=O)O)n(Cc3ccc(C)cc3)c2c1,-6%,nt,-6%,33,-3%,nt,nt
O=C(CN1C(=O)CCS(=O)(=O)c2ccccc21)Nc1ccc(Cl)cc1,1%,-6%,50µM*,-16,2%,8%,-2%
COc1ccc(OC)c(C2C(C(=O)N3CCCCC3)=C(C)Nc3nc4ccccc4n32)c1 (stereo not given),3%,nt,7%,7,-4%,nt,nt
O=C(c1ccc2snnc2c1)N1CCCC1,9%,-10%,2%,-3,0%,-20%,0%
CC(C)Cn1c(CNC(=O)c2ccccc2)nc2ccccc21,1%,34%[activator],7%,-35,1%,-8%,0%
COc1ccccc1NC(=O)C1=C(C)Nc2nc(-c3ccccc3)nn2C1c1ccccn1 (stereo not given),-2%,1%,-12%,116,-2%,61%[activator],8%
CCSc1nnc([C@H](C)NC(=O)OC(C)(C)C)o1,-7%,13%,-4%,-14,-4%,0%,1%
CCCn1nnc(NC(=O)/C=C/c2ccc(C(C)C)cc2)n1,7%,0%,4%,-32,-6%,2%,5%
CCC1NC(=S)N(C2CCCCC2)C1=O (stereo not given),-9%,0%,1%,-9,-2%,-22%,-1%
CC1CCN(C(=O)COC(=O)Cc2ccc(Br)cc2)CC1,-9%,-7%,7%,-3,-9%,31%,-3%
O=C(c1ccccc1)N1CCCCC(Cl)C1=O (stereo not given),-15%,-1%,3%,5,-15%,-7%[11.4 µM],4%
Cc1ccc(-n2c(C)cc3c2CCCC3=O)cc1,0%,-3%,-15%,7,4%,-11%,4%
CCCNC(=O)C12CCC(C)(c3nc4cc(C)c(C)cc4nc31)C2(C)C (stereo not given),2%,-10%,-1%,36,11%,79%[activator],10%
N#CC1=C(N)Oc2c(c(=O)oc3ccccc23)C1c1ccc(OC(=O)N2CCOCC2)cc1 (stereo not given),-1%,-7%,?,-26,-2%,20%,2%
CC(C)Cc1nnc(NC(=O)CCC(=O)N2CCOCC2)s1,1%,2%,5%,-3,0%,-10%,0%
Cn1c(=O)c2c(nc(SCC(=O)Nc3ccccc3F)n2Cc2ccccc2F)n(C)c1=O,0%,nt,4%,11,-4%,nt,nt
C=CCC(=O)N1CCC(n2nccc2NC(=O)c2ccc3c(c2)OCO3)CC1,nt,10%,nt,-3,-14%,nt,nt
COc1ccc(NS(=O)(=O)c2ccc3oc(=S)[nH]c3c2)cc1,?,0%,-12%,-12,-10%,-13%,1%
Cc1cc(C(F)(F)F)nc(SCc2ccc(C(=O)O)o2)n1,-9%,0%,14µM*,16,-3%,-30%,3%
c1ccc(Cn2c(SCc3nc4ccccc4s3)nnc2-c2ccco2)cc1,-5%,?,13µM*,-25,28µM*,-30%,4%
Cc1ccc([N+](=O)[O-])cc1S(=O)(=O)N1CCNCC1,-5%,-5%,2%,-15,-27%,-16%,1%
Cn1c(=O)c2cc3ccccc3nc2n(C)c1=O,?,0%,0%,-17,-17%,-14%,-2%

Screening results from PubChem BioAssay.
